Assay outcomes: PubChem BioAssay, National Center for Advancing Translational Sciences (NCATS)
AID inhibitor: Primary qHTS assay for inhibitors of Activation Induced Cytidine Deaminase (AID): AID signal | Single-stranded DNA cytosine deaminase (Homo sapiens), Q9GZX7 | AID deamination FRET fluorescence, UDG-coupled, 4 h | Potency, µM (series often up to 115 µM), for inactives: top-dose activity change, negative = inhibition, most hits filed as inhibitors | 91,000 tested, 0.32% active | AID 1347428, 2020; further: nearly all actives have a fitted effect of over 25% in size
Target sequence (Q9GZX7 whole entry, looked up): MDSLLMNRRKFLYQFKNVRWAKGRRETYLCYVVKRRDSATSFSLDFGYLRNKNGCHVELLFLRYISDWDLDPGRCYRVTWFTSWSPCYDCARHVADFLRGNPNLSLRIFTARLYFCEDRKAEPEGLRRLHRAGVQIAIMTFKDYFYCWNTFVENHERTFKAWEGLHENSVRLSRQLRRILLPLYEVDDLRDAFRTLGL
UDG counterscr: Primary qHTS assay for inhibitors of Activation Induced Cytidine Deaminase (AID): UDG Counterscreen signal | FRET deamination/UDG coupled assay, UDG read, 4 h | Potency, µM (titrated, usually from 115 µM), for inactives: at the top dose activity change, negative = inhibition, actives largely listed as inhibitors | 91,000 tested, 0.14% active | AID 1347430, 2020; further: nearly all actives have a fitted effect of over 65% in size
* = called active by the depositor; ? = inconclusive; [ ] = dose if it differs, or a comment. The call rests on the fitted dose curve; in most records, active means well fitted curve in the direction sought with a large enough effect; inconclusive means small, poorly fitted or top-dose-only effect, or another doubt; inactive means no such curve, though single readings can be large; an effect the other way counts as inactive or inconclusive. On the % scale 0 is the no-effect control and ±100 the full control effect; potency means the concentration at half of the fitted maximal effect.

Sample of the layout, 4 compounds:
SMILES	AID inhibitor	UDG counterscr
O=Cc1c(-c2ccc(F)cc2)[nH]c2ccccc12	8.2%	-1.2%
Cc1ccn2c(Nc3ccc4c(c3)OCCO4)c(-c3ccc(Cl)s3)nc2c1	14.4%	0.0%
CC(=O)Oc1ccc(CC(=O)Nc2ccc(O)c(-c3nc4ccccc4o3)c2)cc1	0.8%	3.2%
CS(=O)Cc1cccc(C(=O)O)c1 (configuration not stated)	-4.9%	-4.4%

This part in full, from the first entry:
SMILES	AID inhibitor	UDG counterscr
O=Cc1c(-c2ccc(F)cc2)[nH]c2ccccc12	8.2%	-1.2%
Cc1ccn2c(Nc3ccc4c(c3)OCCO4)c(-c3ccc(Cl)s3)nc2c1	14.4%	0.0%
CC(=O)Oc1ccc(CC(=O)Nc2ccc(O)c(-c3nc4ccccc4o3)c2)cc1	0.8%	3.2%
CS(=O)Cc1cccc(C(=O)O)c1 (configuration not stated)	-4.9%	-4.4%
O=C(Cn1ncn2nc(-c3cccs3)cc2c1=O)NCc1cccc(Br)c1	0.4%	3.4%
CCN(CC)S(=O)(=O)c1ccc(OC)c(NC(=O)CC2CCCC2)c1	-7.5%	-9.8%
Cc1ccn2c(NC(=O)c3cccc(Cl)c3)c(-c3ccccc3)nc2c1	17.2%	-20.0%
O=C(CSc1nnc(-c2ccc(S(=O)(=O)N3CCCCCC3)cc2)o1)c1ccc(Cl)cc1	-9.0%	16.0%
CCc1cnc2c(c1SCC(=O)c1ccc(Cl)cc1)c(=O)n(C)c(=O)n2C	-11.2%	3.8%
COc1ccc(-c2nc3scc(CCNC(=O)c4cccc(Br)c4)n3n2)cc1	?	-7.7%[57.5 µM]
Cc1ccc(S(=O)(=O)c2[nH]c(-c3ccccc3)nc2SCC(=O)NC(C)(C)C)cc1	-1.3%	-4.3%
Cc1ccc2nc(/C(C#N)=C/c3ccc(-c4ccc(Cl)cc4)o3)[nH]c2c1	-2.9%	4.8%
O=C(Nc1c(O)c2ccccc2oc1=O)c1cccc(F)c1	4.5%	-5.0%
O/N=C/c1ccccc1I	1.8%	-5.0%
O=C(c1ccn(COc2cccc(Cl)c2)n1)N1CCN(Cc2ccccc2F)CC1	-4.2%	-1.8%
CSc1ccc(CCNC(=O)CCc2c(C)nc3ncnn3c2C)cc1	5.6%	0.8%
CCOc1ccc(NC(=O)/C=C\C(=O)N(c2ccc(C(C)C)cc2)C(C(=O)NCc2ccco2)c2ccc(F)cc2)cc1 (configuration not stated)	-17.7%	-8.5%[57.5 µM]
CCCCOc1ccc(C(=O)NCCS(=O)(=O)N2CCN(c3ccccc3OC)CC2)cc1	?	-1.5%
O=C(NCCc1ccccc1)c1cc2ccccc2[nH]1	4.5%	-6.9%
CCC(=O)N1c2ccccc2CC1C(=O)NCCCN1CCN(c2cc(C)ccc2C)CC1 (configuration not stated)	-3.7%	-13.6%
COCCNC(=O)CSc1nc2ccccc2nc1Cc1ccc(C)cc1	-2.8%	-2.4%
CSc1ccc(CCNS(=O)(=O)c2cc(-c3cc(C)no3)ccc2C)cc1	-8.7%	1.5%
Cc1cccc2c(=O)c(-c3ccc4c(c3)OCO4)c(NC(=O)c3ccccc3F)oc12	-3.0%	2.7%
O=C(Cn1nc(-c2ccc(Cl)cc2)c2ccccc2c1=O)N1CCCCC1	-8.3%	-2.4%
CCOC(=O)C(NC(=O)/C=C/c1cc(Cl)c(OCC)c(OC)c1)C(=O)OCC	-2.2%	4.7%
CC(=O)Nc1ccc(S(=O)(=O)NC2(C(F)(F)F)NC(=O)N(c3ccc(C)cc3)C2=O)cc1 (configuration not stated)	-7.9%[57.5 µM]	-3.3%[57.5 µM]
CC(Oc1ccccc1C(N)=O)C(=O)Nc1ccccc1C(F)(F)F (configuration not stated)	-3.3%	5.6%
Cc1c(C=O)c(C)n(C)c1C	39.8%[activator]	14.6%
CC(C)CNC(=O)c1cccc(NC(=O)C2CCCCC2)c1	8.1%	5.4%
CCN(c1cccc(C)c1)S(=O)(=O)c1ccc(-n2cccn2)cc1	?	-12.7%
NC(=S)c1ccc[n+]([C@@H]2O[C@@H](COP(=O)([O-])OP(=O)(O)OC[C@H]3O[C@@H](n4cnc5c(N)ncnc54)[C@H](OP(=O)(O)O)[C@@H]3O)C(O)C2O)c1 (some centres not stated)	18.6%	7.0%
CC(Nc1ccc(-c2nc(-c3cccnc3)no2)cc1[N+](=O)[O-])c1ccccc1 (configuration not stated)	8.5%	-7.1%
COc1ccc(N2CCN(c3oc(/C=C/c4ccc(F)cc4)nc3C#N)CC2)cc1	5.5%	-0.9%
CCCCCOC(=O)CSc1nc2sc3c(c2c(=O)n1Cc1ccccc1)CC(C)(C)OC3	5.6%	-21.3%
Cc1ccc(C(=O)NNC(=O)c2c3c(nc4ccccc24)CCCC3)cc1	4.8%	-5.3%
O=C(NCCc1cccnc1)c1cccc(Cl)c1	-3.1%	6.1%

Single entries from the entries so far:
Value of CC(Nc1ccc(-c2nc(-c3cccnc3)no2)cc1[N+](=O)[O-])c1ccccc1 (configuration not stated) under AID inhibitor: 8.5%
Value of NC(=S)c1ccc[n+]([C@@H]2O[C@@H](COP(=O)([O-])OP(=O)(O)OC[C@H]3O[C@@H](n4cnc5c(N)ncnc54)[C@H](OP(=O)(O)O)[C@@H]3O)C(O)C2O)c1 (some centres not stated) under UDG counterscr: 7.0%
Value of Cc1c(C=O)c(C)n(C)c1C under UDG counterscr: 14.6%

Ordered by heavy-atom count (ascending): some entries from above
SMILES	AID inhibitor	UDG counterscr
O=C(NCCc1cccnc1)c1cccc(Cl)c1	-3.1%	6.1%
CC(C)CNC(=O)c1cccc(NC(=O)C2CCCCC2)c1	8.1%	5.4%
CC(=O)Nc1ccc(S(=O)(=O)NC2(C(F)(F)F)NC(=O)N(c3ccc(C)cc3)C2=O)cc1 (configuration not stated)	-7.9%[57.5 µM]	-3.3%[57.5 µM]

(list continues)
SMILES	AID inhibitor	UDG counterscr
CCc1cccc(CC)c1NC(=O)CC(C)(C(=O)O)c1ccccc1 (configuration not stated)	5.2%	0.8%
CCc1cc(C(=O)Nc2sc(C)c(CC)c2C#N)no1	4.2%	-4.0%
CC(C)Cn1c(Cn2cccn2)nc2cc(NC(=O)COc3ccc(Cl)cc3)ccc21	-0.5%	-0.9%
COc1ccccc1CNC(=O)c1ccccc1	-1.3%	2.4%
Cc1c2cnn(-c3ccccc3)c(=O)c2c(C)n1C(C)C(=O)Nc1ccc(Br)cc1F (configuration not stated)	-0.7%	5.7%
CCOc1ccc(OCC(=O)NCCc2c[nH]c3ccccc23)cc1	-14.6%	-15.5%
CCOc1ccc(NC(=O)N(C)CCc2c(C)nn(C)c2C)cc1	19.3%	?
CNC(=O)CNC(=O)Cc1n[nH]c(=O)c2ccccc12	-16.3%	-9.0%
CCc1nnc(NC(=O)Cc2coc3cc4c(cc23)CCC4)s1	4.7%	-0.1%
COc1ccc(OCC(=O)Nc2ccc3c(=O)c4cccc(F)c4oc3c2)cc1	-1.1%	1.6%
COc1ccc(C2=Nc3ccc(OC(F)(F)F)cc3NC(c3cccnc3)=N2)cc1	9.9%	?
N#C/C(=C/c1ccc(-c2ccccc2)cc1)c1cccc([N+](=O)[O-])c1	-3.5%	-12.0%
CC(=O)CCS(=O)(=O)c1ccc(Cc2ccc(S(=O)(=O)CCC(C)=O)cc2)cc1	-0.6%	-1.4%
COc1ccc(Cn2c(C(=O)O)c(CNCC(C)c3ccccc3)c3ccc(OC)cc32)cc1 (configuration not stated)	-3.2%	-6.7%
CCOc1ccc(NC(=O)c2ccc3snnc3c2)cc1	11.1%	3.7%
CCc1ccccc1NC(=O)Cn1cc(S(=O)(=O)N2CCCC2)c(S(=O)(=O)N2CCCC2)c1	30.5%[activator][57.5 µM]	-3.5%[57.5 µM]
Cc1ccc(C)c(CN2C(=O)c3ccccc3Sc3ccc(C(=O)NCCCOC(C)C)cc32)c1	?	-9.4%[57.5 µM]
C=CC1(C)CC(=O)C2(O)C(C)(O1)C(OC(C)=O)C(O)C1C(C)(C)CCC(O)C12C (configuration not stated)	-8.0%	-7.2%
CCCCc1ccc(-c2cc(C(=O)NC3CCCC3)c3cc(Br)ccc3n2)cc1	-7.8%	-4.2%
Cc1c(C(=O)OC2CCCCC2)[nH]c2c1C(=O)CC(c1ccccc1Cl)C2 (configuration not stated)	0.0%	3.6%
COc1cccc(CNC(=O)C(C)OC(C)=O)c1 (configuration not stated)	-7.3%	-8.9%
Cn1nc(C(=O)OCC(=O)c2ccccc2)c2ccccc2c1=O	3.9%	-7.4%
O=C(CCc1ncc(-c2ccccc2F)o1)N1CCN(CC(=O)N2CCCCC2)CC1	-0.7%	-9.0%
COCCCNC(=O)NC(=O)CSc1cc(C)c2cccc(C)c2n1	5.1%	9.2%
Cc1ccc(Cn2ccnc2SCC(=O)NCc2ccccc2)cc1	4.2%	-0.6%
COc1ccc(C)cc1NC(=O)C(Cc1ccccc1)NS(=O)(=O)c1ccc(Br)s1 (configuration not stated)	1.2%	-0.7%
CC(C)CNC(=O)COC(=O)c1ccc(Br)cc1	-3.7%	12.3%
Cc1cc(SCC(=O)NCCC#N)nc2c(C)cccc12	-2.6%	2.6%
COc1ccc(OC)c(NC(=O)CSc2nnc3ccc4ccccc4n23)c1	?	-0.4%
CC(C)(C)c1ccc(C(=O)Nc2ccc(NC(=O)CCC(=O)O)cc2O)cc1	2.4%	5.3%
CCCCC(=O)N1CCN(CCNc2cc(=O)oc3ccccc23)CC1	-1.9%	-2.2%
CCOC(=O)CNC(=O)CSc1cn(CC(=O)N2CCCCC2)c2ccccc12	3.9%	-9.1%
COc1ccccc1NC(=O)Cn1nc(-c2ccc(C)cc2)c2c(c1=O)CCCC2	?	5.4%
CC(=O)c1ccc(SCC(=O)O)c(F)c1	-8.6%	-6.2%
COc1nc(C(=O)N(C)CC(=O)NC(C)(C)C)cc2ccccc12	-3.1%	-3.6%
CC(=O)Nc1nonc1-c1nnc(SCC(=O)Nc2cc(C)ccc2C)n1-c1ccccc1	-3.8%	9.8%
O=C(NCCc1c[nH]c2ccc(Cl)cc12)c1cccc(Cl)c1	-10.6%	-11.4%
Cc1ccccc1CN(C)CC(=O)NC(=O)NCC(F)(F)F	-3.9%	3.8%
CCc1ccccc1NC(=O)Cn1c2ncccc2c(=O)n1-c1ccccc1	5.0%	-3.0%
CCOc1ccccc1CNS(=O)(=O)c1cc2c(cc1C)NC(=O)CO2	-9.1%	4.2%
COc1ccccc1NC(=O)c1sc2nc3c(c(C(F)(F)F)c2c1N)CN(C(C)=O)CC3	22.4%	2.0%
Cc1ccc(C)c(Cn2c(C(C)NC(=O)c3ccco3)nc3ccccc32)c1 (configuration not stated)	-10.0%	-8.1%
Cc1ccc(CNC(=O)Cn2cc(S(=O)(=O)Cc3cccc(Cl)c3)c3ccccc32)cc1	-1.7%	-27.0%
COCCOc1ccc(C(=O)/C=C/c2ccc(OC)c(O)c2)cc1	2.7%	0.2%
CCOc1ccc(CNC(=O)c2cccc(NC(=O)N3CCSc4ncccc43)c2)cc1OC	-5.2%	?
Cc1cc(C)c2c(=O)cc(CSc3nnc(-c4cccc(F)c4)n3C)[nH]c2c1	-10.6%	-1.7%
CCc1ccc(OCC(=O)N(Cc2ccc(C(C)C)cc2)C2CCS(=O)(=O)C2)cc1 (configuration not stated)	?	?
CCc1ccc2[nH]c(C)c(CN3CCCCCC3)c(=O)c2c1	-7.1%	-8.5%
Cc1ccc(NC(=O)c2ccc(CNS(=O)(=O)c3ccc4c(c3)C(C)(C)C(=O)N4C)cc2)cc1F	2.9%	6.1%
COc1ccc(C2=NN(C(=O)c3ccccc3)C(c3ccccc3)C2)cc1 (configuration not stated)	-18.6%	-12.5%
Cc1ccc(NC(=O)Cn2c(C)cc(C)c(C#N)c2=O)cc1F	30.2%	15.3%
Cc1ccc(N2CCN(Cc3nnc(-c4ccc5c(c4)OCO5)o3)CC2)c(C)c1	-27.5%	-10.4%
Cc1cc2nn(-c3ccc(F)cc3)nc2cc1NC(=O)c1ccc(OC(C)C)cc1	8.8%	8.1%
O=C(CC(=O)c1ccc(F)cc1)c1ccc(F)cc1	7.8%	6.9%
COc1ccc(-n2c(=O)c3ccc(C(=O)NCc4ccc(C)cc4)cc3n(CC(=O)Nc3cccc(F)c3)c2=O)cc1	-8.9%	-9.1%
COc1ccc(NC(=O)c2nnn(CC(=O)Nc3c(C)cc(C)cc3C)c2N)cc1OC	-5.6%	0.9%
O=C1CCC(C(=O)OCc2cccc(Cl)c2)=NN1	-17.5%	?
COc1ccc(NC(=O)CN(c2ccc(C)cc2)S(=O)(=O)c2cccs2)cc1	11.5%	1.5%
COc1cccc(NC(=O)c2csc3c2CCCCC3)c1	-18.7%	-23.1%
COc1cc(/C=C(/C#N)C(=O)C(C)C)cc(Br)c1O	3.1%	10.3%

Other structures follow:
SMILES	AID inhibitor	UDG counterscr
CCOc1ccc(OCC)c(NS(=O)(=O)c2ccc(-c3coc(C)n3)cc2)c1	12.2%	4.4%
CCCCOc1ccc(C(=O)NCCc2csc(-c3ccc(OC)cc3)n2)cc1	?	-21.1%[57.5 µM]
O=C(O)CC1(CNS(=O)(=O)c2ccc(Cl)cc2)CCCCC1	0.9%	2.1%
Cc1[nH]c(SC(C)C(=O)Nc2cccc(S(=O)(=O)N(C)C)c2)nc1Cc1ccccc1 (configuration not stated)	-6.3%	0.3%
Cc1ccc(C)c(N2CCN(C(=O)CCc3nnc4n(CC(C)C)c(=O)c5ccccc5n34)CC2)c1	-22.5%	-23.7%
O=C(NCc1ccc(C(F)(F)F)cc1)c1ccc(CN2CCCCC2)cc1	-7.4%	-2.3%
COc1ccc(C)cc1NC(=O)CCNC(=O)Cn1ccc2ccccc2c1=O	14.5%	2.2%
Cc1ccc(-c2cnc(CCC(=O)Nc3ccn(C)n3)o2)cc1C	1.0%	-2.2%

This is a subset; count on the stated rates, not on these rows.
